ABHD4 inh = inhibits mouse alpha/beta hydrolase domain 4. purified mABHD4, FP-Rh probe fluorescence polarization. inhibition, % at 8.92 µM. hit rate 0.54% among 370,000. AID 720543;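 active = inhibition exceeding the mean over every tested compound plus 3 SD, cut at about 30% in these data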;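 also: 0% = plate median of compound wells and 100% = S159A mutant with DMSO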
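System: mouse ABHD4 enzyme, wild type / Medium: HEPES pH 7.0, NaCl, Pluronic buffer / Reagent: FP-Rh activity-based fluorescent probe / Control set: S159A mutant high control, sample median low control / Detection: fluorescence polarization with parallel and perpendicular emission, 525/598 nm / Schedule: 45 min + 60 min at 25 °C / Compound dosing: 8.92 µM, single dose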
TDP2 absorb = TDP2 (human) inhibition, absorbance primary screen. recombinant TDP2, T5PNP hydrolysis, p-nitrophenol absorbance 415 nm. inhibition, % at 12.8 µM. hit rate 0.34% among 370,000;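 active = inhibition above the mean of all tested compounds plus 3 SD, set per campaign, cut at about 25% in these data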;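 also: 0% = DMSO with enzyme and 100% = buffer with substrate but no TDP2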
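System – recombinant human TDP2 · Amount – 120 nM TDP2 per well · Buffer or medium – Mg2+-containing Tris-HCl buffer, pH 7.5 · Reagent – T5PNP substrate, 5 mM · Dosing – 12.8 µM single point, 1% DMSO · Incubation – 2 h at 37 °C · Measured by – epi absorbance · Read-out basis – percent inhibition · Benchmarks – high control without enzyme, low control DMSO plus TDP2 · Repeats – singlicate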
TCR-CD3 inh = human TCR-CD3 binding inhibition; TAMRA-labeled TCR probe fluorescence, biochemical; hit rate 0.37% among 360,000; AID 651800; inhibition, % at 9.4 µM; in the data active = inhibition above about 19%;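 also: recombinant mutant TCR 2C K166C tagged with TAMRA read by polarization; 0% = receptor in buffer alone and 100% = receptor with positive control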
LEDGF integ inh = blocks HIV-1 LEDGF/p75-dependent DNA integration; inhibition, % at 3.7 µM; TR-FRET IN-LEDGF/p75 DNA integration, Eu/Cy5; hit rate 0.64% among 370,000;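 active = inhibition above the screen-wide mean plus 3 SD, cut at about 13% in these data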;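 also: signal is the Cy5 over europium emission ratio at 671 and 618 nm; 0% = plate median of compound wells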
NPR2 activator = GC-B (human) receptor activation; P20594; HEK293-GC-B cells, CNP EC30, cGMP TR-FRET; 0% at EC30 CNP, 100% saturating CNP; activation, % at 10 µM; hit rate 0.11% among 370,000;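 active = activation at 10 µM reaching about 35% in either raw or pattern-adjusted values, limit read from the data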
Target sequence (P20594 whole entry, looked up): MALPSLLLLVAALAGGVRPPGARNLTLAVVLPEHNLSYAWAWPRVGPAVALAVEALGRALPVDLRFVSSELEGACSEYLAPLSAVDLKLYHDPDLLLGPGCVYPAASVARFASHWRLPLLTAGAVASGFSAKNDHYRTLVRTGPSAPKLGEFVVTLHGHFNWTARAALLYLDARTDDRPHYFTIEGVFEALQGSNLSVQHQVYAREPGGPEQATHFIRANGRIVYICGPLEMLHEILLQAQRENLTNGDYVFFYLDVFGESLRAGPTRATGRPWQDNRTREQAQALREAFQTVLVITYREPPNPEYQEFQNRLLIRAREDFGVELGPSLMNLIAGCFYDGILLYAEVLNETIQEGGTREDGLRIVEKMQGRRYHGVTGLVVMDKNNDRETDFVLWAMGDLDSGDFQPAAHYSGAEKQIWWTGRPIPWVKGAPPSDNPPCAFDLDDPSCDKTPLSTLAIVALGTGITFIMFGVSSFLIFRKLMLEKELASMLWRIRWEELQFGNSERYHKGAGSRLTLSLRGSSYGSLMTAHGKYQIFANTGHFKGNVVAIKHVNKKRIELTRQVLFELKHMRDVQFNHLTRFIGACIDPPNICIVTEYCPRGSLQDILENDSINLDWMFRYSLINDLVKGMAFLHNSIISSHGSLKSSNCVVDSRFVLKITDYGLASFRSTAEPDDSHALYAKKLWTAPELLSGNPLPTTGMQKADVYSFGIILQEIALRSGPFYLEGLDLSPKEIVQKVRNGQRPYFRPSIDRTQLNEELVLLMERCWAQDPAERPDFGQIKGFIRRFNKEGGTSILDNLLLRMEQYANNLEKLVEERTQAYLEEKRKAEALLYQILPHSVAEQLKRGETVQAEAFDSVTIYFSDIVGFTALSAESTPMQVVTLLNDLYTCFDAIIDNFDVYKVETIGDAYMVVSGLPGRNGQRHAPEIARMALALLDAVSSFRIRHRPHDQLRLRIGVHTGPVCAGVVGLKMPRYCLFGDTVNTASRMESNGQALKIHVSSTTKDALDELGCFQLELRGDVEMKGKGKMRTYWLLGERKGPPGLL
rCAG binder = molecules binding r(CAG) RNA repeats; r(CAG) RNA repeat, TO-PRO-1 dye displacement fluorescence; inhibition, % at 3 µM; hit rate 1.3% among 370,000; AID 651821;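 active = inhibition above the plate cutoff, the mean of all test compounds on that plate plus 3 SD, cut at about 35% in these data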;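 also: 0% = DMSO alone and 100% = 100 µM mitoxantrone as full dye displacement; higher means more dye released from RNA so lower well fluorescence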
MBD2 inh = MBD2-methylated oligo binding inhibition | Q9UBB5 | TR-FRET, MBD2 binding to methylated oligonucleotide | inhibition, % at 4.4 µM | hit rate 0.31% among 370,000 | AID 686964; in the data active = inhibition above about 13%
HTRA1 inh = HTRA1 (human) protease inhibition; Q92743; inhibition, % at 5.96 µM; hit rate 0.5% among 340,000; recombinant HTRA1, FP-rhodamine activity-based probe, fluorescence polarization; in the data active = inhibition above about 36%;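 also: 0% = enzyme with DMSO and 100% = wells lacking enzyme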
SIAE inh = inhibitors of human sialic acid acetylesterase SIAE; inhibition, % at 9.66 µM; Q9HAT2; AID 1053197; hit rate 0.69% among 370,000; SIAE FP-Rh probe binding, fluorescence polarization;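 active = inhibition above a cutoff: mean of compounds within the control limits plus 3 SD of those, cut at about 17% in these data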;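 also: 0% = plate median of compound wells and 100% = probe without SIAE protein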
PRMT1 FP inh = blocks human protein arginine methyltransferase 1. inhibition, % at 2.79 µM. hit rate 1.3% among 370,000. recombinant PRMT1, activity-based probe fluorescence polarization. AID 652257;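 active = inhibition above about 21% made by adding two undisclosed values, limit read from the data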
* = called active by the depositor; · = no result given. Only part of the results is shown. The share of hits here may be higher or lower than overall.

SMILES	ABHD4 inh	TDP2 absorb	TCR-CD3 inh	LEDGF integ inh	NPR2 activator	rCAG binder	MBD2 inh	HTRA1 inh	SIAE inh	PRMT1 FP inh
COc1ccc2oc(=O)c(C(=O)N3CCc4ccccc43)cc2c1	5.0	11.7	5.7	-3.2	0.2	-1.1	-9.8	5.6	5.1	-3.0
COCCCN1C(=O)C(CC(=O)NCCN2CCOCC2)CC(C(=O)N(C)C)=C1C (centres undefined)	6.9	3.3	-0.6	5.8	-4.5	1.1	-0.3	·	5.4	1.5
CN1CCN(C(=O)c2ccc3c(=O)n4c(nc3c2)CCCCC4)CC1	2.4	7.5	3.1	-2.6	3.4	0.0	1.0	-1.5	1.8	-1.1
Cc1ccccc1N(Cc1nnc2n1CCCCC2)C(=O)Nc1ccccc1	2.8	1.3	5.9	0.4	1.3	-4.0	2.0	9.9	-5.1	-0.2
CC(C)COc1ccc(S(=O)(=O)n2cc(F)c(=O)[nH]c2=O)cc1	3.9	-1.9	0.0	0.9	2.0	9.2	-5.6	-6.9	-0.5	-5.4
Cc1nn(CC(=O)O)c(C)c1NC(=O)c1cccs1	5.4	-4.4	-3.8	-3.6	2.5	-0.2	-4.0	4.7	0.6	3.1
Cc1noc(C(=O)NCc2cccnc2)c1Cl	-12.6	-3.0	-10.3	-3.2	1.9	-4.8	8.4	3.4	-1.1	6.7
COc1cccc(Nc2nc(Nc3ccc(Cl)c(C(=O)O)c3)nc(C)c2[N+](=O)[O-])c1	-5.4	-7.3	1.6	0.6	8.7	9.9	7.8	-0.5	0.0	6.3
O=c1[nH]c2ccccc2n1CCCN1CCCCC1	2.6	4.7	-0.6	0.5	0.7	-0.7	5.7	2.2	-1.1	0.0
COc1ccc(NC(=O)c2cn(-c3ccccc3)nc2-c2cc3ccccc3o2)cc1	-11.4	-3.1	1.5	-0.3	-0.2	4.1	-3.2	-9.3	-21.5	-3.0
CCc1cccc(NC(=O)CN(c2ccc(C)cc2)S(=O)(=O)c2c(C)noc2C)c1	-16.6	-9.2	0.5	7.6	-0.1	-0.4	-1.0	-45.2	-5.0	-0.1
Cc1cccc(OCCC(=O)OCC(=O)Nc2c(C)nn(-c3ccccc3)c2C)c1	-6.8	-6.2	0.4	-3.2	3.8	-4.3	5.0	4.8	0.5	3.4
COc1cccc(C2(c3cccc(OC)c3)CC2C(=O)Nc2ccc(F)cc2)c1 (centres undefined)	-6.1	0.3	7.9	-2.9	-5.3	-4.6	0.9	-29.6	-3.2	1.9
CCOC(=O)N1CCC(N(CCN(C)C)C(=S)Nc2cc(Cl)ccc2C)CC1	-0.1	0.0	2.7	2.0	1.3	-0.5	-6.9	-0.2	-3.0	-0.4
CC(=O)Nc1ccc(NC(=O)C(C)OC(=O)c2ccc(N(C)C)cc2)cc1 (centres undefined)	0.5	1.0	1.4	-4.5	0.9	-5.2	0.1	2.5	8.3	-1.0
NC(=O)c1ccc(NC(=O)COC(=O)C23CC4CC(CC(C4)C2)C3)cc1	8.6	5.1	-3.5	-2.3	5.3	1.3	-4.6	-3.4	2.3	-1.5
O=C1c2ccccc2S(=O)(=O)c2cc(C(=O)N3CCC(O)CC3)ccc21	-0.1	4.2	-1.1	-0.2	1.7	-0.7	-0.9	-0.6	1.0	3.6
CC(C)CN(C(=O)c1ccc(C(F)(F)F)cc1)c1c(N)n(CC(C)C)c(=O)[nH]c1=O	-10.6	-2.5	7.5	1.6	-0.2	1.3	3.5	3.6	2.9	-1.9
CCCCCCCCN1C(=O)[C@@H](CC(=O)N2CCCC2)C[C@@]2(C(=O)OC)C1=C[C@H](C(C)C)O[C@@H]2C1CC1	-6.0	-4.5	·	1.8	0.6	4.6	0.0	·	-1.7	0.2
O=C(c1ccco1)N(Cc1ccc([N+](=O)[O-])cc1)c1ccc(Cl)cc1	-4.0	-0.3	-7.5	1.4	-11.0	2.0	0.8	-13.4	-4.3	2.6
COC(CNC(=O)c1ccc2nc(-c3cccs3)c(-c3cccs3)nc2c1)OC	1.0	0.8	5.0	1.5	5.4	-0.1	-2.6	-3.6	0.6	1.8
Cc1cc(=O)n(Cc2ccccc2)c2ccccc12	2.0	7.0	3.1	-0.7	-3.1	2.0	0.9	-0.8	-2.5	-0.8
Cc1nc(C(=O)N2CCC(C)(C(=O)NS(=O)(=O)C3CC3)C2)c(C)o1 (centres undefined)	2.0	-0.8	6.6	1.1	0.1	1.6	-0.6	·	1.8	-3.5
CCC(C)CN1C(=O)CSCC1(C)C(=O)Nc1ccc2c(c1)OCCO2 (centres undefined)	2.4	4.2	-2.6	2.1	0.9	2.8	5.1	·	1.6	0.1
CCOC(=O)N1CCN(Cc2cc(=O)oc3ccc4ccccc4c23)CC1	-0.8	-5.9	-1.6	0.8	-2.9	-2.8	5.3	-11.1	1.6	-1.6
O=C(COc1ccc(F)cc1)Nc1cc(Cl)ccc1-n1cncn1	-6.7	-0.3	-1.4	-3.2	3.2	-1.3	-5.7	-3.1	1.0	4.4
CCOC(=O)C(C(=O)Nc1ccc(C)cc1)C1CCCCC1 (centres undefined)	-13.3	-9.9	3.9	-0.3	-2.4	0.0	0.9	-16.1	-0.9	-0.4
O=C(c1ccc2c(=O)n(Cc3ccc(Cl)cc3)c(=S)[nH]c2c1)N1CCCC1	0.9	0.0	1.4	-1.3	5.7	-0.4	1.1	-4.0	1.8	0.8
CCOc1ccccc1OCCCOc1ccc(C)cc1Cl	-6.3	-4.8	-4.7	-1.1	-11.6	-2.8	-1.2	-5.9	-2.2	5.2
CCCCN1C(=O)NC(c2ccc(OC)cc2)C(C(=O)OCc2ccccc2)=C1C (centres undefined)	-7.1	-1.8	0.5	-1.1	10.3	-7.2	-0.7	-17.6	-5.9	2.1
Cc1ccc(/C=N/NC(=O)c2ccncc2)o1	3.5	-2.4	-2.1	-2.2	5.9	-0.3	0.2	5.2	2.4	1.4
CC(=O)SCC(=O)N=c1sc2cc(F)ccc2n1C	1.3	-4.3	3.4	-3.5	-1.9	-1.0	-0.5	-3.9	-5.5	-0.5
CCN1CCN(c2ccc(NC(=O)COc3ccc([N+](=O)[O-])cc3)cc2)CC1	3.5	8.4	11.3	-0.2	-2.6	-7.7	0.4	-2.0	8.8	-0.2
FC(F)Oc1ccc(N=C2SCC3CCCCN23)cc1 (centres undefined)	5.7	-13.8	-1.4	-3.6	3.4	-5.8	-1.3	-8.4	2.1	0.2
CCC(C)(C)n1nnnc1C(c1ccc(C)cc1)N1CCN(C(=O)c2ccco2)CC1 (centres undefined)	-0.1	5.5	0.6	-0.7	-0.6	-8.8	1.8	5.2	4.9	-4.1
CCOc1ccc(NC(=O)CCSc2ccc(C)cc2)cc1	-4.5	9.2	4.4	-2.0	5.2	10.2	-2.8	-6.7	-2.9	-3.4
COc1ccc(-c2nc3c(s2)CCc2onc(-c4ccc(OC)cc4)c2-3)cc1	0.5	-1.6	6.7	-1.6	-4.2	4.2	-3.0	-6.2	-8.7	-1.5
OC(COCc1ccccc1)CN1CCc2ccccc2C1 (centres undefined)	-4.1	-12.8	-5.0	-0.9	-2.6	-10.0	8.1	-1.1	-4.6	1.9
CCOc1ccc(OCC(O)CN2CCN(S(=O)(=O)c3cccc(C(F)(F)F)c3)CC2)cc1 (centres undefined)	6.7	-7.2	-1.4	4.8	0.2	1.3	-2.1	-4.8	2.7	-3.0
Cn1c2ccccc2c2cnn(CC(=O)NCCCN3CCN(c4ccccc4F)CC3)c(=O)c21	0.7	7.2	-0.8	-1.4	0.7	-6.5	1.7	1.2	3.7	1.7
Cn1ccc(=NC=C(C#N)C#N)c2ccccc21	-5.5	2.9	0.4	-0.5	3.2	-4.6	-6.9	2.7	4.6	-0.3
CSc1ncccc1C(=O)NCC(c1ccco1)N1CCCCC1 (centres undefined)	-10.0	-3.2	1.2	8.5	-2.2	-0.4	-0.1	-5.1	-8.3	0.1
COC(=O)[C@H](CC(C)C)N(CCc1cn(Cc2ccccc2)nn1)S(=O)(=O)c1ccc(F)cc1Br	-3.5	-3.0	·	-0.5	1.9	1.1	-7.7	·	-0.6	-1.0
COc1ccc(-n2nc3cc(C)c(N)c(Br)c3n2)cc1	6.8	-9.5	-4.1	-0.9	8.8	15.2	-0.7	-12.3	-0.2	3.6
Cc1ccccc1S(=O)(=O)NC(=O)C1(C)CCN1C(=O)C1(c2ccc(Cl)cc2)CCC1 (centres undefined)	-5.1	-1.6	1.3	6.0	3.2	47.6*	-1.1	·	-0.1	-2.2
CC(=O)Nc1cc2c(cc1Cl)-c1ccc(F)cc1C2O (centres undefined)	-5.7	-4.7	-4.6	-0.6	-7.3	2.9	-1.5	0.4	1.6	-2.2
COc1ccc(OC)c(/C=C/C(=O)OCC(=O)N2CCCCC2)c1	-1.1	3.6	3.9	-0.4	-2.8	0.0	-0.1	6.7	-1.1	-0.8
O=C(COc1ccc(S(=O)(=O)N2CCCCC2)cc1)N1CCCC1	1.5	3.8	3.5	2.1	-2.0	-2.0	-2.2	-2.9	2.6	2.4
O=C(Nc1cc2c3c(c1)C1CCCC1CN3CC1CCCC21)c1ccccc1 (centres undefined)	8.1	-5.8	-1.8	5.1	-3.6	11.6	-5.8	14.1	8.8	2.7
O=S(=O)(Nc1ccc2c(c1)nc1n2CCOC1)c1ccccc1	4.7	2.2	6.9	-0.3	1.4	-2.0	-1.3	-1.4	3.8	-0.9

Profiles, quoted from the list. Values in the order: ABHD4 inh	TDP2 absorb	TCR-CD3 inh	LEDGF integ inh	NPR2 activator	rCAG binder	MBD2 inh	HTRA1 inh	SIAE inh	PRMT1 FP inh
CC(C)COc1ccc(S(=O)(=O)n2cc(F)c(=O)[nH]c2=O)cc1 in the list: 3.9	-1.9	0.0	0.9	2.0	9.2	-5.6	-6.9	-0.5	-5.4
CCOC(=O)N1CCN(Cc2cc(=O)oc3ccc4ccccc4c23)CC1 in the list: -0.8	-5.9	-1.6	0.8	-2.9	-2.8	5.3	-11.1	1.6	-1.6
COc1ccc(NC(=O)c2cn(-c3ccccc3)nc2-c2cc3ccccc3o2)cc1 in the list: -11.4	-3.1	1.5	-0.3	-0.2	4.1	-3.2	-9.3	-21.5	-3.0

Additional structures:
SMILES	ABHD4 inh	TDP2 absorb	TCR-CD3 inh	LEDGF integ inh	NPR2 activator	rCAG binder	MBD2 inh	HTRA1 inh	SIAE inh	PRMT1 FP inh
COC(=O)/C(C#N)=C/c1cc(C)sc1C	-4.2	8.2	2.7	2.8	-3.2	-0.6	1.4	5.3	-0.7	-1.3
CCOC(=O)c1cnc(Cc2ccccc2)[nH]c1=O	0.3	8.0	33.4*	0.5	-2.9	-3.8	-1.8	0.1	-2.8	1.3
CC1CCCN(CC(O)COc2ccc(Cl)cc2)C1 (centres undefined)	-5.5	0.7	-4.0	1.7	1.0	-1.4	4.5	1.1	0.2	-1.3
CCOC(=O)C1=CCN(S(=O)(=O)c2ccccc2C)C1c1ccc(Br)cc1 (centres undefined)	-7.5	4.0	7.0	1.5	-11.7	-1.1	0.1	·	-4.1	4.0

Screens deposited in PubChem BioAssay by several laboratories.
